# High-throughput results: PubChem BioAssay, Sanford-Burnham Center for Chemical Genomics
# Jurkat NFkB inh: lowers PMA/ionomycin-induced NF-kB signal in Jurkat cells; PMA/ionomycin-induced NF-kB luciferase reporter, luminescence; inhibition, % at 4 µM; 330,000 compounds, 0.53% hits; in the data active = inhibition above about 50%
# Gli-Sufu antag: Gli-Sufu pathway antagonism. inhibition, % at 5 µM. AID 588413. 340,000 compounds, 0.74% hits. Sufu-KO-LIGHT fibroblasts, Gli luciferase reporter luminescence;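 active = inhibition above about 55%, limit read from the data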;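 note: 0% = DMSO-treated cells and 100% = wells with medium but no cells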
# 697 NFkB inh: lowers PMA/ionomycin-induced NF-kB signal in 697 B cells; 697 B-cell NF-kB luciferase reporter, 16 h; inhibition, % at 4 µM; 330,000 compounds, 0.33% hits; AID 435022; in the data active = inhibition above about 35%
# EBI2 block: EBI2 (human) antagonism; P32249; EBI2 beta-arrestin recruitment, luminescence, 7a,25-OHC stimulated; inhibition, % at 5 µM; 360,000 compounds, 0.81% hits; in the data active = inhibition above about 38%;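 note: enzyme fragment complementation signal reports receptor beta-arrestin coupling in cells; 0% = agonist plus DMSO wells and 100% = wells without agonist; some results beyond the cut were filed as inactive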
# Target sequence (P32249 whole entry, looked up, the tested form may be a part): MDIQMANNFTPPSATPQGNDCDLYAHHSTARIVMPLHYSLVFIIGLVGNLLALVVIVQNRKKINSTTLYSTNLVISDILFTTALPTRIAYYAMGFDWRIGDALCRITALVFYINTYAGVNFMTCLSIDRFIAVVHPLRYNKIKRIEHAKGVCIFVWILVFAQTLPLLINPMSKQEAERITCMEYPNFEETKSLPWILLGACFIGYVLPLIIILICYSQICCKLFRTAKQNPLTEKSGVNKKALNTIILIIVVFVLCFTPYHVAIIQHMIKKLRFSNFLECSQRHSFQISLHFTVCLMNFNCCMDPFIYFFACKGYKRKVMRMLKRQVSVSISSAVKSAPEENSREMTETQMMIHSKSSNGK
# APJ antag: antagonists of human APJ apelin receptor; P35414; CHO-K1 APJ beta-arrestin complementation, luminescence; inhibition, % at 20 µM; 330,000 compounds, 0.32% hits; AID 2521;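 active = inhibition above about 40% at 20 µM, limit read from the data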;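 note: cells challenged with 10 nM apelin-13 agonist together with compound; plate controls were apelin-13 plus DMSO wells for no effect and DMSO wells lacking apelin-13 for full effect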
# UBC13 inh: human UBC13 polyubiquitination inhibition | inhibition, % at 20 µM | UBC13 polyubiquitin chain formation, TR-FRET | P61088 | 330,000 compounds, 0.47% hits; in the data active = inhibition above about 45%, passing the limit was not always enough
# Target sequence (P61088 whole entry, looked up): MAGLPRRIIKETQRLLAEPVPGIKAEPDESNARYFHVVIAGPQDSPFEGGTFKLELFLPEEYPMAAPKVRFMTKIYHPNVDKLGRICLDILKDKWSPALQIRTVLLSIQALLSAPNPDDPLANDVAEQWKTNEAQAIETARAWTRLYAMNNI
# CCR6 antag: CCR6 (human) receptor antagonism | AID 493098 | P51684 | CHO-K1 CCR6 PathHunter beta-arrestin, luminescence, CCL20-stimulated | 340,000 compounds, 0.49% hits | inhibition, % at 20 µM;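 active = compounds whose inhibition of the agonist-driven luminescence signal at 20 µM reaches about 50%, limit read from the data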;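 note: cells stimulated with CCL20 at 14 nM final; plate controls were DMSO with CCL20 for no effect and DMSO without agonist for full effect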
# Target sequence (P51684 whole entry, looked up): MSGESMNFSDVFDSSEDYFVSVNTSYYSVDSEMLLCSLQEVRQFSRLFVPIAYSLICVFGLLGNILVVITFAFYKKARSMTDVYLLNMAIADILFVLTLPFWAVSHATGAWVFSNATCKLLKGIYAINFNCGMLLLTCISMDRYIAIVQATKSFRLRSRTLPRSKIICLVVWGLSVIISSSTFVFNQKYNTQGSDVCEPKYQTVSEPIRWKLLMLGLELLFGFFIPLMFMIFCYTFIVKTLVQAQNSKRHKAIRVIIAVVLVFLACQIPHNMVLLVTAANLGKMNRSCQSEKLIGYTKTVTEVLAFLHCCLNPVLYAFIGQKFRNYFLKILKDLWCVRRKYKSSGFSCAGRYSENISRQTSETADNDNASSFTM
# CXCR6 inh: CXCR6 (human) receptor inhibition | inhibition, % at 20 µM | CHO-K1 PathHunter CXCR6 beta-arrestin, luminescence | 360,000 compounds, 0.36% hits | O00574; in the data active = inhibition above about 34%, passing the limit was not always enough;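 note: antagonist mode with CXCL16 agonist at 10 nM final; 0% = 10 nM CXCL16 with DMSO and 100% = unstimulated wells without agonist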
# The depositor's hits bear a star; x = not tested or not shown.
nr	Molecule	Jurkat NFkB inh	Gli-Sufu antag	697 NFkB inh	EBI2 block	APJ antag	UBC13 inh	CCR6 antag	CXCR6 inh
1	COc1ccc(S(=O)(=O)N(C)CC(=O)Nc2ccc(C)cc2)cc1OC	-1	-2	20	-1	27	-5	-6	-11
2	CCN1CCN(Cc2ccc(NC(=O)c3ccc(C)c(NC(=O)c4ccc5n[nH]nc5c4)c3)cc2C(F)(F)F)CC1	-13	2	1	-16	0	-9	2	5
3	COc1cccc(OC)c1C(=O)Nn1c(C2CCC2)nc2ccccc2c1=O	13	2	14	9	15	18	-7	5
4	Cc1ccccc1NC(=O)c1ccc(CN2CCc3ccccc3C2)cc1	21	5	10	9	-4	4	-3	2
5	CSCc1c(C(=O)N2CCCc3ccccc32)oc2ccccc12	-8	5	16	9	14	11	11	11
6	CC(Oc1ccc(F)cc1)C(=O)Oc1ccc(N(C)S(=O)(=O)c2ccccc2)cc1 (stereo not drawn)	4	-1	9	-2	8	-4	16	-5
7	Cc1ccc(Cl)c(OCC(O)CN(CCO)CCO)c1 (stereo not drawn)	-3	-10	-3	1	4	6	4	-4
8	O=C(OCC(=O)N1CCC(c2ccccc2)=N1)c1ccc(Cl)s1	-172	-1	6	10	2	8	9	10
9	Cc1ccc(C)c(OCCCCCn2ccnc2)c1	-6	3	-19	2	-16	14	20	0
10	CCOC(=O)C(C(=O)NCc1ccc(F)cc1)c1ncc(C(F)(F)F)cc1Cl (stereo not drawn)	6	1	24	7	-25	0	8	-2
11	COc1ccc(-c2nc(CN3CCN(C(=O)c4ccco4)CC3)c(C)o2)c(OC)c1C	-11	9	0	-4	-40	1	7	0
12	Cc1ccc(-c2cc(C(=O)NCc3cnn(C)c3C)c3cc(Br)ccc3n2)cc1	-23	-16	-32	32	-6	-15	11	9
13	Cn1c(=O)[nH]c(=O)c2c1nc(CN1CCN(c3cccc(Cl)c3)CC1)n2CCCc1ccccc1	4	-12	-29	21	9	9	7	9
14	Nc1[nH]ncc1S(=O)(=O)c1ccccc1	12	19	14	-4	-16	6	-16	-8
15	O=C(CNC(c1ccccc1)c1ccccc1)NCc1ccccc1Cl	-2	7	-3	8	5	2	23	-2
16	CC(NC(=O)COC(=O)Cn1cnc2ccccc2c1=O)C1CC2CCC1C2 (stereo not drawn)	0	-5	-6	-4	-17	4	7	5
17	Cc1ccc(NC(=O)c2cccc(N3C(=O)CCC3=O)c2)nc1	2	-2	25	-1	1	4	-2	-14
18	O=C(CCNc1ccc(Br)cc1)c1cccc([N+](=O)[O-])c1	5	x	27	11	-7	13	5	-16
19	CCn1cc(C(=O)NCCc2ccc(OC)cc2)c(=O)c2ccc(C)nc21	3	-16	-1	-6	18	5	-3	-1
20	CC(/C=N/NC(=O)Cn1cnc2c1c(=O)n(C)c(=O)n2C)=C\c1ccccc1	13	6	-12	-13	9	-3	-2	4
21	COC(=O)c1cccc(NC(=O)CSCc2ccccc2)c1	0	28	2	4	12	9	10	4
22	Cn1c(=O)n(C)c2cc(CNc3ccc(N4CCOCC4)c(C(=O)O)c3)ccc21	x	5	x	5	x	x	-6	-7
23	Cc1ccc(C(=O)N2CCC3(CC2)Oc2ccc(F)cc2C(=O)C32CC(c3cccnc3)=NO2)s1 (stereo not drawn)	5	-4	10	12	12	7	0	12
24	CN(CCn1ccnc1)C(=O)CC1C(=O)NCCN1Cc1ccccc1C(F)(F)F (stereo not drawn)	7	-3	8	3	-13	2	-1	-2
25	Cc1cccc(Nc2ncnc3ccc(Br)cc23)c1	0	-10	-7	1	-12	20	11	0
26	COc1cccc(-c2cc(=O)c3cc(NC(=O)c4ccccc4)ccc3[nH]2)c1	90*	21	-60	-10	-2	0	4	-6
27	Cc1ccc(S(=O)(=O)CCC(=O)OCC(=O)NCC(=O)Nc2c(C)cc(C)cc2C)cc1	1	-8	14	-7	-61	1	1	-3
28	COCC(=O)N1CCCC(CNS(=O)(=O)c2ccc(OC)cc2)C1 (stereo not drawn)	2	0	10	-9	3	-8	0	-8
29	CC(=O)Nc1ccc(S(=O)(=O)N(C)CC(=O)OCC(=O)NCc2ccco2)cc1	4	2	21	-10	11	2	-4	-1
30	CCCCn1c(N)c(N(CC)C(=O)c2ccccc2C)c(=O)[nH]c1=O	-2	-26	9	-4	3	1	9	-3

# Some of these compounds in order of molecular weight, highest first.
nr	Molecule	Jurkat NFkB inh	Gli-Sufu antag	697 NFkB inh	EBI2 block	APJ antag	UBC13 inh	CCR6 antag	CXCR6 inh
2	CCN1CCN(Cc2ccc(NC(=O)c3ccc(C)c(NC(=O)c4ccc5n[nH]nc5c4)c3)cc2C(F)(F)F)CC1	-13	2	1	-16	0	-9	2	5
13	Cn1c(=O)[nH]c(=O)c2c1nc(CN1CCN(c3cccc(Cl)c3)CC1)n2CCCc1ccccc1	4	-12	-29	21	9	9	7	9
12	Cc1ccc(-c2cc(C(=O)NCc3cnn(C)c3C)c3cc(Br)ccc3n2)cc1	-23	-16	-32	32	-6	-15	11	9
6	CC(Oc1ccc(F)cc1)C(=O)Oc1ccc(N(C)S(=O)(=O)c2ccccc2)cc1 (stereo not drawn)	4	-1	9	-2	8	-4	16	-5
29	CC(=O)Nc1ccc(S(=O)(=O)N(C)CC(=O)OCC(=O)NCc2ccco2)cc1	4	2	21	-10	11	2	-4	-1
16	CC(NC(=O)COC(=O)Cn1cnc2ccccc2c1=O)C1CC2CCC1C2 (stereo not drawn)	0	-5	-6	-4	-17	4	7	5
20	CC(/C=N/NC(=O)Cn1cnc2c1c(=O)n(C)c(=O)n2C)=C\c1ccccc1	13	6	-12	-13	9	-3	-2	4
1	COc1ccc(S(=O)(=O)N(C)CC(=O)Nc2ccc(C)cc2)cc1OC	-1	-2	20	-1	27	-5	-6	-11
26	COc1cccc(-c2cc(=O)c3cc(NC(=O)c4ccccc4)ccc3[nH]2)c1	90*	21	-60	-10	-2	0	4	-6
28	COCC(=O)N1CCCC(CNS(=O)(=O)c2ccc(OC)cc2)C1 (stereo not drawn)	2	0	10	-9	3	-8	0	-8
18	O=C(CCNc1ccc(Br)cc1)c1cccc([N+](=O)[O-])c1	5	x	27	11	-7	13	5	-16
25	Cc1cccc(Nc2ncnc3ccc(Br)cc23)c1	0	-10	-7	1	-12	20	11	0
17	Cc1ccc(NC(=O)c2cccc(N3C(=O)CCC3=O)c2)nc1	2	-2	25	-1	1	4	-2	-14
7	Cc1ccc(Cl)c(OCC(O)CN(CCO)CCO)c1 (stereo not drawn)	-3	-10	-3	1	4	6	4	-4

# (continued)
nr	Molecule	Jurkat NFkB inh	Gli-Sufu antag	697 NFkB inh	EBI2 block	APJ antag	UBC13 inh	CCR6 antag	CXCR6 inh
31	CCC(=O)N1CCC2(CC1)Oc1ccc(F)cc1C(=O)C21CC(c2ccc(Cl)cc2)=NO1 (stereo not drawn)	14	2	17	15	16	10	14	5
32	N/C(Cc1ccc(Cl)cc1Cl)=N\OC(=O)c1ccccc1	3	-3	5	-3	-61	1	-18	-15
33	Cc1ccccc1OC(C)C(=O)Nc1ccc2c(c1)OCO2 (stereo not drawn)	-16	4	-2	-7	-1	-1	0	-4
34	COc1ccc(OCCSc2ncc(CO)n2C)cc1	-4	11	4	-3	17	3	4	1
35	COc1ccc(C(=O)CCC(=O)NCCc2c[nH]c3ccccc23)cc1	8	14	6	12	7	2	8	2
36	Cc1ccc(C(=O)Nc2c(N)nc(SCC(=O)Nc3cc(C)on3)[nH]c2=O)cc1	-6	-2	-1	-4	10	-9	3	6
37	Cc1ccc(S(=O)(=O)N2CCCCC2)cc1NC(=O)COC(=O)Cc1ccc(Cl)cc1	7	2	7	6	2	14	13	1
38	COc1ccc(C2=NS(=O)(=O)N(C)C(C(=O)N3CCOCC3)=C2)cc1OC	8	-24	7	-3	11	-5	-1	-8
39	O=C(O)CCCCCn1c(SCC(=O)Nc2ccc(F)cc2)nc2ccsc2c1=O	4	-12	6	1	3	37	6	-2
40	Cn1cc(S(=O)(=O)N2CCN(C(=O)c3ccco3)CC2)c(=O)n(C)c1=O	-10	12	-29	-6	0	-4	-10	0
41	Cc1ccccc1CC(=O)Nc1sc(C(C)C)cc1C(=O)N1CCOCC1	13	12	8	-1	9	14	-3	-5
42	O=C(COc1ccc2ccccc2c1)N1c2ccccc2Sc2ccccc21	-3	9	-1	11	14	15	12	-4
43	COc1nc(-c2ccccc2)nc(-c2ccccc2)c1C	0	-8	-27	-2	-9	-10	17	-14
44	CCCCCCNc1nc(Cl)nc(NC(C)(C)CO)n1	9	-5	11	0	8	11	1	7
45	CC(=O)c1ccc(N2CCN(C(=S)Nc3ccc(Cl)c(Cl)c3)CC2)cc1	22	8	-3	8	17	-2	5	1
46	O=C(Oc1cc(-c2ccccc2)no1)c1ccc(Cl)cc1	-5	-8	7	-2	16	2	-4	-8
47	Clc1cccc(CSc2ccc(-c3cccnc3)nn2)c1	-11	4	15	-4	-9	0	18	-3
48	Cc1ccc(NC(=O)CNNC(=O)c2cccc([N+](=O)[O-])c2)cc1[N+](=O)[O-]	12	6	10	2	6	3	2	0
49	COc1ccc(-c2cc(C(=O)Nc3cc(OC)c(OC)c(OC)c3)no2)cc1OC	42	1	-13	2	-22	16	-3	-2
50	Oc1cccc(CN2CCOCC2)c1O	x	4	x	-12	x	x	2	-4
51	CCCCCCOC(=O)Nc1ccc(S(=O)(=O)Nc2cccc([N+](=O)[O-])c2)cc1	-3	5	-8	0	20	-13	11	7
52	CCN1C(=O)/C(=C\N2CCN(c3ccccc3)CC2)SC1=S	-1	-4	20	0	-4	1	0	-1
53	Cc1ccc(N2C(=O)CC(N3CCN(c4ccccn4)CC3)C2=O)cc1 (stereo not drawn)	2	-17	7	-5	-12	3	-1	6
54	CCOc1ccccc1/C=N/Nc1nc2c(N)ncnc2n1[C@H]1O[C@@H](CO)[C@H](O)[C@@H]1O	10	-1	3	-7	-8	-7	-14	-4
55	COc1ccc(C2CC(c3cccs3)=NN2C(=O)CCC(=O)O)cc1OC (stereo not drawn)	2	4	0	4	-4	5	4	8
56	C=C(Br)Cn1c(CCC)nc2ccccc21	-8	-10	-9	-15	7	2	-16	-2
57	Cc1ccc(NC(=O)CN(c2ccc3c(c2)OCO3)S(=O)(=O)c2c(C)n[nH]c2C)cc1	2	0	-15	1	-7	0	10	-5
58	O=C(COC(=O)C1CC2C=CC1C2)Nc1cccc(S(=O)(=O)N2CCCCC2)c1 (stereo not drawn)	-5	-9	8	-8	-15	10	11	-7
59	NS(=O)(=O)c1ccc(CCNC(=O)c2ccc([N+](=O)[O-])cc2[N+](=O)[O-])cc1	12	6	16	-13	-28	-1	-38	-6
60	COC(=O)C1=C(C)N(CCc2cc(OC)c(OC)c(OC)c2)C(=O)N[C@H]1c1ccc(Br)cc1	20	x	20	x	10	12	x	x
61	CC1CC1C(=O)OCC(=O)Nc1ccc2[nH]c(=O)[nH]c2c1 (stereo not drawn)	7	-7	4	-1	10	7	11	-3
62	CCOc1ccc(C(=O)Nc2ccccc2CC)cc1[N+](=O)[O-]	11	1	5	4	-2	2	17	2
63	Cc1ccc(OC(C)C(=O)OCC(=O)Nc2sccc2C(N)=O)cc1 (stereo not drawn)	-25	3	-19	-6	7	18	1	-5
64	COc1ccc(C(=O)NCC(=O)OCC(=O)c2c(C)[nH]c3ccccc23)cc1OC	-2	-2	-5	-2	6	3	-1	-4
65	O=C(CSc1ncnc2scc(-c3ccccc3)c12)N1CCN(c2ccccc2F)CC1	x	22	x	-6	x	x	21	-6
66	O=C(COC(=O)c1ccccc1)Nc1cccc(S(=O)(=O)N2CCOCC2)c1	-2	-17	14	-10	5	13	12	3
